Source: PubChem BioAssay
PLCg1 inh: PLC-gamma1 (human) inhibition, primary screen | purified PLC-gamma1, fluorogenic substrate, fluorescence | inhibition, % at 12.2 µM | 0.84% of 370,000 active; in the data active = inhibition above about 9.5%
ADAM10 inh: inhibits human ADAM10. AID 720582. recombinant ADAM10, EDANS/DABCYL FRET peptide cleavage, 3 h. inhibition, % at 7 µM. 0.62% of 370,000 active;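 active = inhibition above a per-campaign cutoff equal to the mean of compounds falling between control-based bounds plus 3 SD, cut at about 20% in these data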;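 note: 0% = DMSO wells while the 100% control is not disclosed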
PLC-beta3 inh: PLC-beta3 (human) inhibition, primary screen | Purified PLC-beta3, fluorogenic substrate, fluorescence | inhibition, % at 12.2 µM | 0.18% of 370,000 active | AID 720704; in the data active = inhibition above about 11%;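 note: 0% = median of compound wells on plate and 100% = full blocker control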
GAA850 FXN act: frataxin GAA850 promoter activation; HEK293 lucGAA850 FXN promoter luciferase reporter, 24 h; percent of 10 µM SAHA response; activation, % at 6 µM; 0.56% of 360,000 active;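 active = activation above the average of all compounds screened plus 3 SD, cutoff fixed separately per campaign, cut at about 7.5% in these data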;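 note: 0% = DMSO wells and 100% = 10 µM SAHA wells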
sPLA2-III inh: Inhibits HGIII-sPLA2 liposome hydrolysis, primary screen | Q9NZ20 | QFRET BODIPY PC-A2 liposome hydrolysis, fluorescence | inhibition, % at 12.2 µM | 0.56% of 370,000 active;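 active = inhibition above mean plus 3 SD of compounds lying within the high and low control bounds, cut at about 19% in these data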;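 note: 0% = median of test compound wells and 100% = no enzyme DMSO wells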
Target sequence (Q9NZ20 whole entry, looked up): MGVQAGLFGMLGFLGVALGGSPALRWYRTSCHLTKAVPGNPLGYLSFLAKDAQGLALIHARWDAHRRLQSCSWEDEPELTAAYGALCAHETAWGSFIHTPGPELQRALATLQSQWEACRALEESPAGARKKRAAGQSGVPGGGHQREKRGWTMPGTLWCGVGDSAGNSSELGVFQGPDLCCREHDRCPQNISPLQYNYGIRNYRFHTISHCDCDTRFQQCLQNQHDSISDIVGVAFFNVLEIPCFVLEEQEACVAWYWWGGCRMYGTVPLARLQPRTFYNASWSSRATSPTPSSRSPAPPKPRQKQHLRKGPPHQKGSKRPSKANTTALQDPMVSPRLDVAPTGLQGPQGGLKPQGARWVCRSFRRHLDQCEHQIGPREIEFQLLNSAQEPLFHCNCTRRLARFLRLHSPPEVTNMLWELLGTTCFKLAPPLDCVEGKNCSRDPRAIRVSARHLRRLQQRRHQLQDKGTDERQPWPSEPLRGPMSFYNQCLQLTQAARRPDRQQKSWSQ
DAX1 inh-1: blocks DAX1 repression of SF-1 activated StAR promoter; HEK293T StAR-luciferase reporter, SF-1/DAX-1 repression relief; inhibition, % at 6.8 µM; 1.1% of 370,000 active; AID 652010;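 active = inhibition above the mean over all tested compounds plus 3 SD, cut at about 3.6% in these data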;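 note: 0% = DAX-1 cells with DMSO and 100% = cells lacking DAX-1 with DMSO; higher inhibition means more luminescence from relief of DAX-1 repression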
hgDAF12 agonist: agonists of H. glycines DAF-12 nuclear receptor | 1.8% of 370,000 active | HEK293 GAL4-hgDAF12 UAS-luciferase reporter, agonist luminescence; normalized to butyrate control | AID 687014 | activation, % at 6.8 µM;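 active = activation above a cutoff set at the mean of all screened compounds plus 3 SD, cut at about 10% in these data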;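 note: 0% = DMSO wells and 100% = sodium butyrate wells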
hcDAF12 agonist: H. contortus DAF-12 activation, primary screen; 1.4% of 370,000 active; HEK293 hcDAF-12 lit1-tk-luc reporter, luminescence; 0% DMSO, 100% Δ7-dafachronic acid; activation, % at 6.8 µM; AID 652067;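 active = activation above the mean of all tested compounds plus 3 SD, cut at about 5.5% in these data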;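 note: 100% = response to 3 µM Δ7-dafachronic acid high control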
ssDAF-12 act: activators of S. stercoralis DAF-12 nuclear receptor; HEK293 ssDAF-12/GRIP1 lit1-tk-luc reporter, luminescence; % of 3 µM dafachronic acid response; activation, % at 6.8 µM; 1% of 370,000 active;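 active = activation above the mean over all tested compounds plus 3 SD, cut at about 0.9% in these data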;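 note: 0% = DMSO-only wells and 100% = 3 µM delta7-dafachronic acid wells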
ADAM17 inh: inhibitors of human ADAM17; P78536; recombinant ADAM17, EDANS/DABCYL FRET peptide cleavage; inhibition, % at 6.95 µM; 0.83% of 370,000 active; AID 720648;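 active = inhibition above the mean of compounds lying between control limits plus 3 SD, set per campaign, cut at about 8.5% in these data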;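 note: 0% = DMSO-only wells as the low control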
DAX1 inh-2: inhibitors of human orphan nuclear receptor DAX1 (NR0B1); AID 504766; 0.99% of 340,000 active; HEK293 Gal4-DAX1 luciferase reporter, luminescence; inhibition, % at 6.75 µM;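 active = inhibition above the mean over all tested compounds plus 3 SD, cut at about 4.2% in these data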;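 note: 0% = DAX1-transfected cells with DMSO and 100% = empty-vector control cells with DMSO; inhibition shows as a rise in luminescence from relieved DAX1 repression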
Target sequence (P51843 207-470 limits assumed): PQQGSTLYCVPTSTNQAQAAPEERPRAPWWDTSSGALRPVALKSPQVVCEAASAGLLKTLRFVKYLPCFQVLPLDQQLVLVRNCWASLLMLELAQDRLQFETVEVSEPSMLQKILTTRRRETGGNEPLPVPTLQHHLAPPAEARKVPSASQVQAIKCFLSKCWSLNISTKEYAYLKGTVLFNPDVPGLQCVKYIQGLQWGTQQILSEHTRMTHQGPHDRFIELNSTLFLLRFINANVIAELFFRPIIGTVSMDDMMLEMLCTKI
Active calls of the source: *; i = inactive; . = no result given.

The line under a structure holds: ssDAF-12 act, hgDAF12 agonist, DAX1 inh-1, hcDAF12 agonist, PLC-beta3 inh, GAA850 FXN act, PLCg1 inh, ADAM17 inh, DAX1 inh-2, ADAM10 inh, sPLA2-III inh
Nc1c(C(=O)N/N=C/c2cccnc2)oc2nc(-c3ccccc3)cc(-c3ccco3)c12
→ -0.2, 2.7, 0.1, 3.0, -149, 2.2, -97, -42, ., -114, -2
COc1ccccc1N1CC(C)(C)C(=O)N(C(=O)c2ccc(C)cc2)C1=S
→ -0.8, -1.2, 0.2, -0.4, -4, 1.2, 2, -4, 1.2, -1, -7
C=CCn1c(C)nnc1SCC(=O)c1[nH]c(C)c(C(C)=O)c1C
→ -1.1, -3.7, 0.1, 1.3, -1, -1.8, 2, -4, -0.3, -3, 6
Cc1cccc(C)c1NC(=O)[C@@H]1CC(=O)O[C@@H]1c1ccccc1
→ -1.3, -1.7, -1.4, 0.2, 1, ., -1, 0, ., -4, 3
Cc1cccc(NC(=O)/C(C#N)=C\c2ccc(C(=O)O)cc2)c1
→ -1.2, -1.6, 0.0, -0.9, -3, 1.8, 0, -1, -1.4, 3, -24
CN(C(=O)COC(=O)/C=C/c1ccc2c(c1)OCO2)c1c(N)n(Cc2ccccc2)c(=O)[nH]c1=O
→ -1.2, -2.1, -1.1, -0.1, -36, -3.4, -28, -16, -0.3, -55, -3
C[C@H](CO)N1C[C@H](C)[C@@H](CN(C)C(=O)Nc2ccc3c(c2)OCO3)Oc2c(NS(=O)(=O)c3ccc(F)cc3)cccc2C1=O
→ -1.4, 0.3, 0.5, -1.2, -6, -2.0, -4, -1, 1.8, 0, -3
CC1(C(=O)NS(=O)(=O)c2cccc(F)c2)CCN1C(=O)C1CCCCC1 (stereo not given)
→ -0.6, 1.6, 0.7, -0.1, 4, 1.0, -1, 1, ., -4, 6
Cc1ccccc1OCCNC(=O)c1ccco1
→ -0.3, 4.2, 0.0, 0.2, -7, 2.4, 0, -2, 1.5, 5, 1
CC(OC(=O)/C=C/c1cccc(Cl)c1)C(=O)NC1CCCCC1C (stereo not given)
→ -0.4, -0.6, 0.6, 0.1, 3, 0.0, -1, -2, -0.3, -5, -2
CNc1snc(C)c1C(=O)OCC(=O)Nc1ccc(C)cc1F
→ -1.4, -0.4, -1.0, -1.6, -4, -0.7, 3, 5, -0.8, 14, -2
COc1cccc(C(=O)NCCN2C(=O)S/C(=C/c3cccs3)C2=O)c1OC
→ -1.0, 0.4, 0.1, -1.3, -7, -0.7, 0, 1, 0.2, 2, -4
Cc1c(C(=O)O)cccc1-n1c(C)cc(/C=N/Nc2ccc([N+](=O)[O-])cn2)c1C
→ -1.4, 5.1, 0.5, 0.8, -14, 4.5, -11, -4, 0.9, 5, -3
COc1ccc(-c2n(Cc3ccccc3)c3ccccc3[n+]2Cc2ccccc2)cc1
→ -2.1, -5.8, -2.4, -3.2, -1, 2.8, -1, -2, -2.9, -1, 0
O=C(NC(Cc1ccc2c(c1)OCO2)C(=O)NC(Cc1ccccc1)C(=O)O)c1ccccc1 (stereo not given)
→ -2.0, 0.9, 0.2, -2.9, 1, -1.7, -4, -2, 2.4, -2, 7
COc1cc2ccccc2cc1C(=O)N(CCN(C)C)c1nc2ccc(C)cc2s1
→ -1.2, 4.1, -0.1, 0.3, -11, -1.3, -3, -4, 0.3, 3, -1
Cc1nn(Cc2ccccc2)c(C)c1C(=O)Nc1ccc(N2CCOCC2)cc1
→ -0.9, 1.2, -0.8, -1.2, 2, -2.7, 6, -1, -0.5, 3, -2
O=C1Nc2ccccc2C(=O)N(Cc2ccccc2)C1C(=O)NC1CC1 (stereo not given)
→ -0.9, -1.5, 0.4, -3.3, -2, ., 5, -6, ., -20, 19
Cc1cccc(C)c1NC(=O)C(c1ccncc1)n1c(=O)c(-c2ccccc2)nc2ccccc21 (stereo not given)
→ -0.2, 5.5, 1.0, 0.8, -168, ., -125, -192, ., i, -6
COC(=O)C(Cc1c[nH]c2ccccc12)NC(=O)CNC(C)=O (stereo not given)
→ -1.4, -0.8, -0.4, -2.1, 2, 0.1, 0, -6, -0.5, -8, 4
O=c1cc(CSc2nnnn2-c2ccccc2)nc2scc(-c3ccccc3)n12
→ -1.6, -1.9, -0.9, 0.1, -2, 2.7, -1, -1, -0.3, -5, 0
Cc1ccc(-c2nc3c(=O)n(-c4ccccc4)c4c(c(=O)n(C)c(=O)n4C)c3o2)cc1
→ -0.9, -0.4, 0.3, -1.7, -75, 1.8, -48, -10, ., -23, 4
Cc1cc(C)nc(SC(C(=O)O)c2ccccc2)n1 (stereo not given)
→ -1.4, 0.9, 0.0, 1.4, -1, -0.7, 4, -7, 0.3, -2, 14
COc1ccc(N2CCN(C(=O)CCS(=O)(=O)c3ccc(C)cc3)CC2)cc1
→ -1.2, 3.1, -1.4, 1.4, -4, -0.3, 2, 1, 0.6, -6, 10
O/N=C1\CCCc2nnc3c(c21)CCCC3
→ -1.3, -0.5, -0.5, -1.3, -1, -0.2, -2, -4, 0.4, -3, 3
Cc1cc(C)c2oc(C(=O)Nc3ccc(S(=O)(=O)Nc4nccs4)cc3)cc(=O)c2c1
→ -1.9, 0.1, -0.4, -1.8, -28, 3.8, 0, -1, 0.5, 1, -45
Cc1ccccc1NC(=O)C[n+]1cc(-c2ccccc2)n2c1CCC2
→ -1.9, -1.9, -0.6, -1.1, -6, 1.1, 0, -9, 3.5, -8, 5
CCN1C(=O)[C@H]2[C@@H](c3ccc(C)cc3)N3C(=O)N(c4cccc(Br)c4)C(=O)[C@@]3(CC)[C@H]2C1=O
→ -0.8, 3.0, -0.1, -2.2, 4, 5.8, 5, 1, -0.5, 5, 6
CC(NC(=O)COc1cccnc1[N+](=O)[O-])c1ccc(Cl)cc1Cl (stereo not given)
→ -1.4, -0.6, -0.7, -4.2, -7, 0.6, 0, -2, -0.7, -1, 3
c1cnc(NC2C3CC4CC(C3)CC2C4)nc1 (stereo not given)
→ -1.0, -1.2, 0.5, -1.9, 1, 6.0, 5, -1, -0.2, 1, -3

Further records.
The line under a structure holds: ssDAF-12 act, hgDAF12 agonist, DAX1 inh-1, hcDAF12 agonist, PLC-beta3 inh, GAA850 FXN act, PLCg1 inh, ADAM17 inh, DAX1 inh-2, ADAM10 inh, sPLA2-III inh
COc1ccc(-c2noc(CCC(=O)NCc3cc(Br)ccc3OC)n2)cc1
→ -1.8, 0.3, 0.0, -2.2, -2, -1.1, 1, 2, 0.4, 2, -11
O=C(Nc1ccccn1)c1ccc(-c2ccccc2)cc1
→ -0.6, -0.1, 0.3, 0.4, -2, -0.5, 0, 0, -4.3, 0, -4
CC1=C(C#N)C(NC(=O)c2ccc(C)cc2)(C(F)(F)F)C(=O)N1 (stereo not given)
→ -1.3, 2.8, 0.2, -0.3, 2, 0.6, 0, -2, -1.2, -3, 6
CCc1ccc(NC(=S)N2CCCCCCC2)cc1
→ 0.4, 11*, 3.2, -0.3, 3, 6.0, 1, -1, 1.2, -1, 6
COc1ccc(NC(=O)Nc2c(C)n(C)n(-c3ccccc3)c2=O)c(OC)c1
→ -1.1, 2.4, 0.5, -0.7, -3, 2.5, 2, 5, 0.5, -3, 6
O=C(COC(=O)C1=COCCO1)Nc1cccc(Oc2ccccc2)c1
→ -1.2, -0.8, -0.3, -0.1, -1, 1.2, -1, -2, 1.0, 5, -10
Cc1cc(C(=O)NNC(=O)/C=C/c2ccco2)c(C)o1
→ -1.4, 2.2, 0.6, 2.2, -18, 2.7, -13, -2, 0.3, -7, 13
CCn1c(=O)c(C(=O)NNC(=O)Cc2ccccc2)c(O)c2ccccc21
→ -1.4, 0.2, 0.1, -2.0, -3, 0.4, 1, 0, 1.8, -1, 6
CC[C@H](C)[C@@H](CN[C@H](CCCCNC)CNC)NCC1CCCC1
→ -0.9, -1.1, -0.5, -1.1, 2, 2.4, 1, -7, 0.4, 2, 5
C#CCNC(=O)C[C@H]1C[C@@]2(C(=O)OC)C(=C[C@H](C(C)C)O[C@@H]2C2CC2)N(Cc2ccccc2)C1=O
→ -1.2, -0.2, -0.5, -0.7, 0, ., 0, -4, ., 0, -4
Cn1cccc1C(=O)NC(=O)COC(=O)c1cc(Cl)ccc1[N+](=O)[O-]
→ -0.9, -0.8, 0.0, 0.3, -18, 1.5, -10, -1, 1.1, -5, -7
Cc1ccccc1Cn1ccc(NC(=O)c2cc3nc(-c4ccco4)cc(C(F)(F)F)n3n2)n1
→ -1.2, -1.5, -0.3, -1.7, -22, -0.9, -24, -7, 1.0, -10, -3
Cc1ccc(C2NC(=S)N3C(c4ccc(C)cc4)NC(=S)N23)cc1 (stereo not given)
→ -0.4, 3.4, 0.3, 1.5, -1, 2.2, -1, 0, 0.5, -8, 13
COc1ccccc1N1CCN(/N=C(\C)c2ccccc2O)CC1
→ -0.9, 1.2, 0.1, 0.7, -7, 3.9, -1, -1, 0.6, -5, 6
CCN(C(=O)c1ccc(=O)n(C)n1)c1c(N)n(Cc2ccccc2)c(=O)[nH]c1=O
→ -0.6, -0.1, -0.1, -1.2, 1, 1.1, -2, -5, -0.2, -4, 3
Cc1cc(C)c(S(=O)(=O)NCc2cn3c(C)csc3n2)cc1C
→ -0.8, 0.3, -0.1, -0.7, 1, 0.9, -3, -2, 0.4, 5, -2
Cc1onc(C(=O)N2CCC(Cc3ccccc3)CC2)c1[N+](=O)[O-]
→ -2.3, -5.6, -2.9, -1.5, -2, -5.7, 2, 0, -0.5, 2, -52
COc1ccc(Cc2c(C(C)(C)C)nc3c(C)cc(Br)cn23)c(C)c1
→ -1.3, -4.3, -1.9, -2.4, -31, ., -21, -3, ., -27, -48
Cc1ccc(C(=O)N/C(=C\c2ccco2)C(=O)NCCCn2ccnc2)cc1C
→ -0.9, 1.9, 0.7, 1.3, 4, 0.8, -1, -1, 0.6, 4, -6
CCOc1ncccc1C(=O)OCC(=O)Nc1ccc(C(C)C)cc1
→ -1.6, 2.6, 0.1, -0.2, -3, 2.4, -1, -3, -0.3, 12, -1
Cc1ccc(S(=O)(=O)N(C)c2ccc(OC(=O)c3cccs3)cc2)cc1
→ 0.1, -1.2, -0.6, 0.8, -2, -0.8, 0, 3, -2.0, 13, -13
Cc1cc(C)c(NC(=O)CCCN2CCCC2)c(C)c1
→ -1.0, -0.8, -0.4, 0.0, -12, -1.0, -1, -6, 2.0, -6, 10
CC(C)CC(c1nnnn1C1CCCCC1)N1CCN(c2ncccn2)CC1 (stereo not given)
→ -0.6, -0.8, -0.1, 2.4, -1, -0.5, 2, -3, 0.7, -5, -1
O=[N+]([O-])c1ccc(N2CCCCC2)nc1N1CCCCC1
→ -1.9, 0.6, -0.9, -0.6, -2, -0.1, 3, 1, 0.7, -2, 7
CCC(Sc1nc2ncccc2[nH]1)C(=O)NCCc1ccccc1 (stereo not given)
→ -1.1, -3.3, -0.2, -0.3, 2, -0.9, 0, 1, 0.0, -9, 1
Cc1ccnc(NS(=O)(=O)c2ccc(NC(=O)c3oc4ccc(F)cc4c3C)cc2)n1
→ -0.7, -0.3, 2.0, -0.3, -2, -0.6, -2, 0, -0.3, 1, -5
O=S(=O)(c1cccc2nsnc12)N1CCN(C/C=C\c2ccccc2)CC1
→ -1.7, -1.6, -0.6, -1.8, -13, -1.9, -11, -4, -1.1, -6, -11
